Wee1 degr inh: blocks degradation of human Wee1 kinase. P30291. HeLa Luc-Wee1K328M stability, luciferase luminescence; 100% = proteasome inhibitor MG132 effect. reporter increase, % at 5 µM. 1.2% of 220,000 active. AID 1321;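 active = activation above the mean of all tested compounds plus 3 SD, set per screening run, cut at about 8.8% in these data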;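 also: cells exposed to compound for 20 h before luminescence read; 0% = DMSO alone and 100% = MG132 at 30 µM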
Target sequence (P30291 whole entry K328M): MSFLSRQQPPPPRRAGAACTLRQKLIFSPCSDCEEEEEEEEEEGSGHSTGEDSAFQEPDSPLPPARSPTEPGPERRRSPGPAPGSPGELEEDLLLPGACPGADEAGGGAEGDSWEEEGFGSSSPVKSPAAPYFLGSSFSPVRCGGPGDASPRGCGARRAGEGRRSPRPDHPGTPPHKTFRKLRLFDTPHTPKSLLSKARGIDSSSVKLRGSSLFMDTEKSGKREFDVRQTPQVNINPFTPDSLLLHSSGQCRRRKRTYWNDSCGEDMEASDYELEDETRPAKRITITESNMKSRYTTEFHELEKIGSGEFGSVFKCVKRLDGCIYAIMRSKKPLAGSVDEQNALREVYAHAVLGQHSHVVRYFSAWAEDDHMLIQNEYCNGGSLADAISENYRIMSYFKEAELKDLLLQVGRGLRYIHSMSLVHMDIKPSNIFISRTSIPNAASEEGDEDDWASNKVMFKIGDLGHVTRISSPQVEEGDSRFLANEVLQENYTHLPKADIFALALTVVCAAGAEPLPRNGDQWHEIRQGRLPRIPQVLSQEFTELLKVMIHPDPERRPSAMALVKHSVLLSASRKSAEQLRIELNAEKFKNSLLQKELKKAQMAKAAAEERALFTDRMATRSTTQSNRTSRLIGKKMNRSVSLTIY
L929 necroptosis: blocks zVAD induced death of L929 cells. viability rescue, % at 10 µM. 0.38% of 220,000 active. L929 zVAD necroptosis rescue, ATP luminescence, 24 h; with zVAD 60 µM;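 active = activation, scaled between plate controls, above about 75%, limit read from the data; inactive = activation under that limit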;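 also: 0% = zVAD with DMSO and 100% = DMSO alone without zVAD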
PGE2 EP2 inh: inhibitors of human EP2 prostaglandin E2 receptor | P43116 | C6 glioma cells expressing human EP2, cAMP TR-FRET; cells stimulated with saturating PGE2 | inhibition, % at 25 µM | 0.52% of 260,000 active | AID 1422;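 active = percent inhibition above 40 after rounding to a whole number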;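 also: rat C6 glioma host cells with rolipram phosphodiesterase inhibitor present; the protocol text gives 20 µM as final concentration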
Target sequence (P43116 whole entry, looked up): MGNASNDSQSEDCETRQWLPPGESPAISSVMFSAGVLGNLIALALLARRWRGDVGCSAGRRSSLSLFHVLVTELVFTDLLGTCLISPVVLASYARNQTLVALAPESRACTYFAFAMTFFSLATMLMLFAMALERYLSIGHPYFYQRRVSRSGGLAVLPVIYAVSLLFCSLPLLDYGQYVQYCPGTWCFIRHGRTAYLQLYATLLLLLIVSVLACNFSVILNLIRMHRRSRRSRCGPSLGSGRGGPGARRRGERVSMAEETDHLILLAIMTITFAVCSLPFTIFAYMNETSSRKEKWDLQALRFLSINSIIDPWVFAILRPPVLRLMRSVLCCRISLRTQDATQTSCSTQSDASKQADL
FXIa inh: inhibitors of human coagulation factor XIa. purified FXIa, Boc-Glu-Ala-Arg-AMC fluorogenic substrate. P03951. inhibition, % at 5 µM. 0.14% of 220,000 active. AID 798;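 active = inhibition of at least 40%; inactive = inhibition below 40%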;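 also: fluorescence of freed AMC excited at 355 nm; 0% = enzyme without compound and 100% = no enzyme blank; many of its hits are not listed in these tables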
PPC-1+TRAIL kill: PPC-1 cancer cell killing with TRAIL present; PPC-1 cells + TRAIL, ATPLite viability luminescence; cell killing (% activity), % at 4 µM; 0.41% of 220,000 active; AID 1443;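 active = cell killing above 50% in the first pass at 4 µM, then a duplicate retest at 5 µM averaging 50% or more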;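 also: plate controls were cells with TRAIL plus DMSO for no effect and medium-only wells lacking cells for full effect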
TbHK1 inh: blocks Trypanosoma brucei hexokinase 1 activity | recombinant TbHK1, G6PDH-coupled NADH A340 | 0.11% of 220,000 active | inhibition, % at 10 µM;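 active = inhibition of 50% or more in the single-dose primary screen; inactive = inhibition below 50%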
TNF death inh: inhibitors of TNF-alpha induced necroptosis in Jurkat FADD-/- cells | Jurkat FADD-/- TNF necroptosis rescue, ATP luminescence, 24 h; 0 = TNF only, 100 = no-TNF cells | AID 463075 | 0.068% of 220,000 active | activation (protection from cell death), % at 10 µM;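 active = activation, meaning protection from cell death, of at least 50% relative to plate controls; inactive = activation below 50%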;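 also: necroptosis triggered by 40 ng/mL TNF-alpha added together with compound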
CHOP inh: blocks CHOP induction under ER stress; CHO-K1 CHOP-promoter luciferase, tunicamycin-induced, 15-18 h; inhibition, % at 10 µM; 3.8% of 220,000 active; AID 2732;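 active = compounds that reduced the stress-induced luciferase reporter signal by more than about 70% of percent inhibition, limit read from the data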;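 also: 0% = tunicamycin plus vehicle and 100% = wells without tunicamycin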
FXIIa inh 1536: factor XIIa (human) inhibition. P00748. purified FXIIa, Boc-QGR-AMC fluorogenic substrate, 2 h. inhibition, % at 5 µM. 0.3% of 220,000 active; in the data active = inhibition above about 40%;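 also: 0% = enzyme with no compound and 100% = blank without enzyme; many of its hits are not listed in these tables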
An asterisk follows results filed as active; . = not tested or not shown; & = joins results of further samples; [ ] = dose if it differs, or a comment.

SMILES	Wee1 degr inh	L929 necroptosis	PGE2 EP2 inh	FXIa inh	PPC-1+TRAIL kill	TbHK1 inh	TNF death inh	CHOP inh	FXIIa inh 1536
Cc1cc(C)c2nc(NNC(=O)c3cc(-c4cccs4)nc4ccccc34)sc2c1	5	.	10	11	-23	0	-7.7	69	19
N/C(COc1ccc(Cl)cc1)=N\NS(=O)(=O)c1ccccc1	1	-0.3	10	1	14	5	-1.6	-2	13
O=C(NCc1ccco1)C1CCC(N2C(=O)C3C4CCC(C4)C3C2=O)CC1 (stereo unspecified)	2	0.9	-1	0	41	1	0.1	-2	13
Cn1c(/C=C(\C#N)C(N)=S)ccc1-c1ccc(Br)cc1	7	-0.9	0	0	-1	-6	-2.3	-5	11
O=c1cc(CNCCCO)c2ccccc2[nH]1	-1	0.8	10	9	10	-8	-0.3	25	18
O=C1N2CCSC2=NC1(Nc1ccccn1)C(F)(F)F (stereo unspecified)	2	1.2	11	-11	-17	-8	-0.4	-29	5
CCOC(=O)C1=C(NC(=S)NC(=O)c2ccccc2)c2ccccc2CC1(C)C	2	-0.3	18	-2	3	-7	-11	54	11
COc1ccc(/C(=N/O)C(C)(C)NO)cc1	1	0.2	12	7	11	2	-0.7	99*	18
CN1CCN(C(=O)Nc2cccc(-c3ccccc3)c2)CC1	0	0.9	7	-3	8	-1	5.1	25	5
Nc1ccc2nn(-c3ccc(Cl)cc3)nc2c1	0	0.5	4	-12	24	-12	-13	30	-21
CC(C)C(OC(=O)c1cccs1)C(=O)NCc1ccc2c(c1)OCO2 (stereo unspecified)	-3	-2.3	10	31	3	9	-0.7	2	57*
O=C(Nc1ccc(Cc2ccncc2)cc1)c1ccc(Br)o1	1	-0.3	10	-2	-13	1	-1.5	12	3
CCNc1oc(-c2cccc3ccccc23)nc1C#N	-1	0.6	2	0	14	-7	-1.3	-3	-6
CC(C)c1nnc(NC(=O)CCC(=O)NC2CCCc3ccccc32)s1 (stereo unspecified)	0	2.0	5	-7	19	0	-0.7	-28	-3
CCN1CCN(C(=O)c2ccc(Cl)c(S(=O)(=O)N3CCCCCC3)c2)CC1	-1	0.0	6	1	-8	-3	0.9	5	6
O=C(NCCN1CCN(c2ccccc2)CC1)C1CCN(S(=O)(=O)c2cccc3nsnc23)CC1	2	-1.2	8	-8	.	-4	-0.8	-11	3
S=C1NC2(CCCCCC2)N=C1c1ccccc1	-2	1.1	5	14	14	-8	-1.1	-5	-1
CC(C)(C)C1CCc2c(sc(NC(=O)C3CCCO3)c2C(N)=O)C1 (stereo unspecified)	-1	2.6	2	0	39	-12	-5.4	16	12
CC(C)N(Cc1nc(-c2ccccc2)no1)C(=O)C(Cl)(Cl)Cl	1	3.1	7	0	10	8	1.0	26	7
CCN(CC)C(=O)C(=O)Nc1ccc(Oc2ccccc2)cc1	3	13	6	-7	12	0	2.3	-9	-3
CCCCNC(=O)c1nn(-c2ccccc2OC)c(=O)c2ccccc12	-2	-0.7	14	-2	12	0	4.3	18	1
CCc1c(-c2ccccc2)nc2nc(C)c(C)nn12	0	0.6	6	5	-8	-16	-0.6	48	13
CC1CN(C(=O)c2ccccc2Oc2ccccc2)CC(C)O1 (stereo unspecified)	2	2.4	10	-4	-2	0	0.6	13	6
Cc1ccc(-n2[nH]c(C)c(/C=N/Nc3ccc([N+](=O)[O-])cc3[N+](=O)[O-])c2=O)cc1C	1	-0.1	3	16	13	2	-2.0	26	12
COc1ccc(CCNC(=O)CN2CCOc3ccccc32)cc1OC	3	.	6	-2	-6	-1	2.3	-24	0

Exported with bars between the fields: entries from further up
structure | Wee1 degr inh | L929 necroptosis | PGE2 EP2 inh | FXIa inh | PPC-1+TRAIL kill | TbHK1 inh | TNF death inh | CHOP inh | FXIIa inh 1536
O=C(Nc1ccc(Cc2ccncc2)cc1)c1ccc(Br)o1 | 1 | -0.3 | 10 | -2 | -13 | 1 | -1.5 | 12 | 3
CC(C)N(Cc1nc(-c2ccccc2)no1)C(=O)C(Cl)(Cl)Cl | 1 | 3.1 | 7 | 0 | 10 | 8 | 1.0 | 26 | 7

Remaining list, next part
SMILES	Wee1 degr inh	L929 necroptosis	PGE2 EP2 inh	FXIa inh	PPC-1+TRAIL kill	TbHK1 inh	TNF death inh	CHOP inh	FXIIa inh 1536
CC(=O)c1c(C(C)=O)c(C)n(-c2ccc(C)c(NC(=O)c3ccccc3Cl)c2)c1C	1	-0.3	11&-1	2	3	3	-5.4	24	1
CCSC1(SCC)N=C(N)C2(C#N)C(c3ccc(F)cc3)C12C#N (stereo unspecified)	-1	-0.2	18	-5	-7	1	-4.0	82*	19
Cn1c(=O)cc(SCC(=O)NCCC2=CCCCC2)c2ccc(Cl)cc21	0	-0.2	9	6	-2	5	0.9	97*	10
CN(C)c1ccc(/C=C/c2nnnn2-c2ccccc2)cc1	12*	0.5	10	1	8	14	2.7	-16	8
O=c1cc(N2CCc3ccccc32)[nH]c(=O)n1-c1ccc(Br)cc1	-1	0.1	10	3	12	-7	0.4	6	5
O=C(Nc1nccs1)c1cc2c(s1)CCCCC2	-3	6.6	16	2	84*[5 µM]	-17	52*	98*	6
NS(=O)(=O)c1ccc(CCNC(=O)COC(=O)C2CCCN2C(=O)c2cccs2)cc1 (stereo unspecified)	-1	0.0	9	-11	-9	0	-2.7	13	18
Cc1cccc(N2CCN(C(=O)C34CC5CC(CC(C5)C3)C4)CC2)c1C	-3	5.3	13	0	45	4	-0.7	72*	15
C/C(=N\NC(=O)c1ccc(O)cc1)c1ccc2c(c1)Nc1ccccc1S2	-1	72	18	-10	25	-4	-1.9	-14	-1
Cc1ccc(-n2c(C)nc3c(cnn3-c3ccc(F)cc3)c2=O)cc1	3	0.0	.	-1	17	-6	-3.7	48	13
CCCCn1c(SCC(=O)Nc2nnc(C(C)C)s2)nc2c1c(=O)n(C)c(=O)n2C	0	0.7	6	11	11	0	-7.7	49	19
COc1cc(C(=O)Nc2ccc(S(=O)(=O)N3CCOCC3)cc2)c([N+](=O)[O-])cc1OC	4	1.4	6	13	13	2	1.4	0	26
CCN(CC)Cc1cc(C(C)=O)ccc1O	3	0.5	10	-6	14	-27	-0.5	22	12
CCCCC(=O)NC(NC(=O)CCCC)c1ccc(OCC(C)C)c(OC)c1	7	0.6	2	2	14	-1	0.5	13	12
Cn1c(=O)n(C)c2cc([N+](=O)[O-])c(N3CCN(C(=O)c4ccc(F)cc4)CC3)cc21	7	0.1	9	2	-7	-8	-2.7	2	12
CSCC[C@H](NC(=O)CCCn1nnc2ccccc2c1=O)C(=O)O	-2	0.4	10	0	-9	-12	-0.9	4	5
CCO[C@H]1OC(C(=O)NCc2ccccc2)=C[C@@H](c2ccc3c(c2)OCO3)[C@@H]1CCCO	-2	0.6	15	0	21	-10	0.5	12	7
CC(C)NC(=O)Cn1c(SCC(=O)N2c3ccccc3CC2C)nc2ccccc21 (stereo unspecified)	3	0.6	14	-2	11	5	0.5	56	-11
O=[N+]([O-])c1ccc(NC2CCCC2)cc1	1	0.7	11	4	24	31	3.1	-2	9
COc1ccc(CN(CC2CCC(C(=O)O)CC2)C(=S)Nc2cc(C)cc(C)c2)cc1 (stereo unspecified)	0	-0.5	9	-2	24	-18	-1.8	10	9
O=C(O)C1CCCCC1C(=O)NCCc1cccc(Cl)c1 (stereo unspecified)	1	-0.2	3	-9	40	46	-0.9	15	0
COC(=O)c1ccc(CSc2nc3c(cnn3-c3ccc(C)cc3)c(=O)[nH]2)o1	-1	-0.6	9	10	-5	-9	-2.0	62	13
COc1cc(/C=N\NC(=O)c2ccc(C)nc2)ccc1OC(=O)c1ccco1	-1	.	8	8	22	-11	0.1	4	12
O=C(NCc1ccncc1)C(F)(F)C(F)(F)C(=O)NCc1ccncc1	-3	0.2	15	16	-28	3	-3.3	-6	11
COc1ccc(N=Cc2cc(Cc3ccccc3Cl)cc([N+](=O)[O-])c2O)cc1OC	0	2.6	3	4	10	-1	0.0	17	9

Filtered by structure: the entries above containing a thiophene ring, fused or not.
SMILES	Wee1 degr inh	L929 necroptosis	PGE2 EP2 inh	FXIa inh	PPC-1+TRAIL kill	TbHK1 inh	TNF death inh	CHOP inh	FXIIa inh 1536
Cc1cc(C)c2nc(NNC(=O)c3cc(-c4cccs4)nc4ccccc34)sc2c1	5	.	10	11	-23	0	-7.7	69	19
CC(C)C(OC(=O)c1cccs1)C(=O)NCc1ccc2c(c1)OCO2 (stereo unspecified)	-3	-2.3	10	31	3	9	-0.7	2	57*
CC(C)(C)C1CCc2c(sc(NC(=O)C3CCCO3)c2C(N)=O)C1 (stereo unspecified)	-1	2.6	2	0	39	-12	-5.4	16	12
O=C(Nc1nccs1)c1cc2c(s1)CCCCC2	-3	6.6	16	2	84*[5 µM]	-17	52*	98*	6
NS(=O)(=O)c1ccc(CCNC(=O)COC(=O)C2CCCN2C(=O)c2cccs2)cc1 (stereo unspecified)	-1	0.0	9	-11	-9	0	-2.7	13	18

Further records follow:
SMILES	Wee1 degr inh	L929 necroptosis	PGE2 EP2 inh	FXIa inh	PPC-1+TRAIL kill	TbHK1 inh	TNF death inh	CHOP inh	FXIIa inh 1536
C=C(C)CNC(=S)Nc1cccc(N)n1	-1	-0.1	6	48*	-5	8	1.3	-11	20
COc1ccc(C/C(C)=N/NC(=S)Nc2ccc(C)c(C)c2)cc1	-2	0.8	8	0	20	3	1.0	12	8
O=c1c2c(-c3ccc([N+](=O)[O-])cc3)csc2nc2n1CCC2	-1	-0.8	13	-8	29	-13	-0.2	12	0
Cc1ccc(C)n1N1C(=O)/C(=C\c2ccc(Cl)cc2)SC1=S	-3	0.0	15	-6	19	-1	-1.2	40	-1
CC(SCc1cc(=O)n2c([nH]c3ccccc32)c1C#N)C(=O)O (stereo unspecified)	-3	0.5	6	-1	16	3	0.8	-21	0
NC(=O)C1CCN(CCC(=O)Nc2cccc(Cl)c2)CC1	-1	1.6	10	7	24	1	2.1	7	11
O=C(c1cnc2n(c1=O)CCS2)N(c1ccccc1)C1CCCCC1	0	0.3	6	-7	20	3	-0.3	-8	8
Cc1ccsc1/C=N/Nc1nc2ccccc2s1	14*	66	11	13	21	-11	18	-19	9
COc1cc(-c2cc(N)n(S(=O)(=O)c3ccccc3)n2)cc(OC)c1OC	-2	3.4	10	-7	17	-8	0.6	51	9
O=C(NCCCN1CCCC1=O)c1ccc(CNS(=O)(=O)c2ccc(F)cc2)cc1	-2	1.2	8	2	9	-3	3.0	6	14
Cc1ccnc(NC(NC(=O)C(C)C)(C(F)(F)F)C(F)(F)F)c1	-3	.	4	-1	10	7	-1.5	41	4
Cc1sc(NC(=O)C2C3C=CC(C3)C2C(=O)O)c(C(N)=O)c1-c1ccc(C(C)C)cc1 (stereo unspecified)	9	0.4	6	3	14	2	0.7	27	6
O=[N+]([O-])c1ccc(C2OCCO2)cc1CS(=O)(=O)c1ccccc1	0	-0.3	11	-2	3	-4	-0.3	-5	7
Cc1ccc(S(=O)(=O)NCCN2CCNC2=O)cc1	-1	0.2	5	5	-12	6	0.4	0	11

An excerpt from above in order of their number in CHOP inh, lowest first:
Structure | CHOP inh
CC(SCc1cc(=O)n2c([nH]c3ccccc32)c1C#N)C(=O)O (stereo unspecified) | -21
Cc1ccsc1/C=N/Nc1nc2ccccc2s1 | -19
O=C(c1cnc2n(c1=O)CCS2)N(c1ccccc1)C1CCCCC1 | -8
O=[N+]([O-])c1ccc(C2OCCO2)cc1CS(=O)(=O)c1ccccc1 | -5
COc1ccc(C/C(C)=N/NC(=S)Nc2ccc(C)c(C)c2)cc1 | 12
Cc1sc(NC(=O)C2C3C=CC(C3)C2C(=O)O)c(C(N)=O)c1-c1ccc(C(C)C)cc1 (stereo unspecified) | 27

Source: PubChem BioAssay (several laboratories)

This is a subset. The share of hits here may be higher or lower than overall.
